# Bioassay records (PubChem)
# Rtt109 Vps75 – inhibitors of C. albicans Rtt109/Vps75 HAT, primary screen, biochemical, ThioGlo CoA-SH fluorescence, plate reader; Histone acetyltransferase RTT109 (Candida albicans (strain SC5314 / ATCC MYA-2876)), …; purified Rtt109/Vps75, 4 h; inhibition, % at 34.9 µM; 330,000 compounds, 0.16% hits; AID 540336, 2011;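 active means inhibition of at least 50% in every replicate; inconclusive means best replicate reaches 50% inhibition but some replicates fall short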
# Wnt bcat act – Wnt/beta-catenin pathway activators, primary screen, cell-based, plate reader, single point | Wnt/beta-catenin reporter cell assay, activator | activation, % at 9.35 µM | 300,000 compounds, 1.2% hits | AID 743398, 2014; in the data active means activation above about 30%, passing the limit was not always enough; inconclusive means no clear call, values can overlap the other calls;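 further: 0% = neutral control wells and 100% = positive control wells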
# HTR5A ag – HTR5A agonists in luminescence cell assay, primary screen, counter-screen for OPRM1-OPRD1 heterodimer agonist project, full-deck HTS. 5-hydroxytryptamine receptor 5A (Homo sapiens), P47898. activation, % at 9.3 µM. cell-based. 340,000 compounds, 0.61% hits; in the data active means activation mostly above about 9.5%, no sharp cut-off; inactive means mostly below about 7.6%;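 further: 0% = cells with vehicle only and 100% = reference agonist; strong numbers were not always called active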
# Target sequence (P47898 whole entry, looked up): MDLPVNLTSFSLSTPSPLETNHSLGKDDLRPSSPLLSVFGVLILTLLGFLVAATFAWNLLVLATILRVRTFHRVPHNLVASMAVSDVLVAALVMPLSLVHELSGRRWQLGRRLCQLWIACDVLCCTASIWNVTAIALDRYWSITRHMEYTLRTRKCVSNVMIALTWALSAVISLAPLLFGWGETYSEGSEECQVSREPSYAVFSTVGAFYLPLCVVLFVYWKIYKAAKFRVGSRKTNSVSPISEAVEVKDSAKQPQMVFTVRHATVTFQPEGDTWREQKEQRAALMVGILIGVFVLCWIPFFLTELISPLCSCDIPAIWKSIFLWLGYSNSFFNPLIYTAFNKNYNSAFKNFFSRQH
# SR-BI HDL uptake – inhibitors of SR-BI mediated HDL lipid uptake, primary screen, ldlA[mSR-BI] cells, fluorescence, single point; Scavenger receptor class B member 1 (Mus musculus), Q61009; ldlA[mSR-BI] CHO cells, DiI-HDL uptake fluorescence, 3 h; inhibition, % at 12.5 µM; 320,000 compounds, 0.96% hits; AID 488896, 2010;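 active means mean replicate inhibition of at least 70% and a set share of replicates each scoring 70 or more; inconclusive means meets just one of the two criteria; inactive means fails both criteria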;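 further: 0% = median of neutral control wells and 100% = median of positive control wells; values of inactives mirror those of a sister screen read the other way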
# cardiac RTF act – cardiac RTF calcium sensitivity activators, primary screen, biochemical, IANBD-TnC fluorescence, EC20 calcium; Troponin I, cardiac muscle (Homo sapiens) + Troponin T, cardiac muscle (Homo sapiens) + …; IANBD-labeled TnC RTF fluorescence at EC20 calcium; 0% EC20 calcium, 100% full calcium; activation, % at 7.2 µM; 340,000 compounds, 0.24% hits; AID 493008, 2010;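 active means activation above the mean over all tested compounds plus 3 SD, cut at about 30% in these data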;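 further: rise in fluorescence read as greater calcium sensitivity of cardiac thin filaments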
# SR-BI DiI-HDL act – activators of SR-BI mediated DiI-HDL uptake, primary screen, ldlA[mSR-BI] CHO cells, DiI fluorescence; AID 504775, 2011; 320,000 compounds, 0.096% hits; activation, % at 12.5 µM; 3 h; 100 = double the neutral-control signal;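 active means mean replicate activation of at least 60% and every replicate at or above 60%; inconclusive means mean or all-replicate condition met, but not both; inactive means mean below 60% and not all replicates reaching 60%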;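 further: 0% = median plate neutral-control signal and 100% = twice that signal; values of inactives mirror those of a sister screen read the other way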
#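 Material: SR-BI-overexpressing, LDLR-lacking CHO cells; schedule: compound exposure 3 h, 37 °C; reagent: DiI-labelled HDL at 10 µg/mL final; technique: bottom-read fluorescence, 550/595 nm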
# CDK5 p35 inh – inhibitors of human CDK5/p35 kinase, primary screen, biochemical, single concentration; AID 488839, 2010; Cyclin-dependent kinase 5 (Homo sapiens) + Cyclin-dependent kinase 5 activator 1 (Homo …; inhibition, % at 10 µM; Recombinant CDK5/p35, ADP-Glo luminescence, 60 min; 330,000 compounds, 0.01% hits;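 active means highest replicate inhibition of at least 50% and at least 75% of replicates reaching 50%; inconclusive means only one of the two criteria met; inactive means both criteria failed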;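 further: plate controls were DMSO neutral control for no effect and GW8510 at 10 µM for full effect; many of its hits are not listed in these tables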
# Target sequence (Q00535 whole entry, looked up): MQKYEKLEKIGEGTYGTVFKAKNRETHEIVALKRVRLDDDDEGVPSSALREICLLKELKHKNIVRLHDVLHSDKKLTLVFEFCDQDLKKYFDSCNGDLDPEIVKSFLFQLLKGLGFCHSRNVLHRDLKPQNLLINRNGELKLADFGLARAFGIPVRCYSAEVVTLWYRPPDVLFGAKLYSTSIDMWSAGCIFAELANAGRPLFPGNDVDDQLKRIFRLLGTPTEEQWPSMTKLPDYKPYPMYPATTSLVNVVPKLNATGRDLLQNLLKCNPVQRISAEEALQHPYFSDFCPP
# Target sequence (Q15078 whole entry, looked up): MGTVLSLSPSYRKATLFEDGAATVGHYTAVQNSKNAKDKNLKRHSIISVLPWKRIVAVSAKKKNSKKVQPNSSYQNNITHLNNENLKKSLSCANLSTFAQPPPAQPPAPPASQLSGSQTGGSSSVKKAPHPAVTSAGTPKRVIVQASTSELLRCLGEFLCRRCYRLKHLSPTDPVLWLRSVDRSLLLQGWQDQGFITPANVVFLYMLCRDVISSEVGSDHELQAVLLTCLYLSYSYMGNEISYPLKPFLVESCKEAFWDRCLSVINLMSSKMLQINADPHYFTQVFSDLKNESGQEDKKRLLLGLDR
# PvdQ acylase – P. aeruginosa PvdQ acylase inhibitors, primary screen, biochemical, fluorescence, plate reader and imaging, single point | PvdQ acylase [Pseudomonas aeruginosa LESB58] | purified PvdQ acylase | inhibition, % at 10 µM | 340,000 compounds, 0.063% hits | AID 488965, 2010; in the data active means inhibition above about 30%, passing the limit was not always enough; inconclusive means no clear call, values can overlap the other calls;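 further: 0% = vehicle neutral wells and 100% = reference inhibitor wells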
# MITF act – activators of MITF-driven TRPM1 promoter reporter, primary screen, cell-based, SK-MEL-5, luciferase, single point. activation, % at 12.5 µM. AID 588334, 2011. 300,000 compounds, 0.75% hits. SK-MEL-5 TRPM1-promoter luciferase, 24 h; % of positive control, neutral wells = 0;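 active means mean activation of at least 80% with every replicate also reaching 80%; inconclusive means mean reaches 80% but some replicate falls short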;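 further: 0% = neutral control wells and 100% = parthenolide positive control wells; values of inactives mirror those of a sister screen read the other way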
# dFosB act – activators of delta FosB homodimer, primary screen, biochemical, fluorescence polarization, TAMRA-CDK5 oligo, single point; Protein FosB (Mus musculus), P13346; activation, % at 25 µM; purified delta FosB; percent of positive-control signal above neutral wells; AID 493131, 2011; 340,000 compounds, 0.99% hits;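 active means mean activation above about 17%, with every replicate also reaching it, limit read from the data, passing the limit was not always enough; inconclusive means only one of the two conditions met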;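 further: fluorescence polarization rise as delta FosB binds a TAMRA Cdk5 AP-1 oligo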
# * marks the source's active call; other numbers are inactive results; u = inconclusive; x = no result given.
SMILES,Rtt109 Vps75,Wnt bcat act,HTR5A ag,SR-BI HDL uptake,cardiac RTF act,SR-BI DiI-HDL act,CDK5 p35 inh,PvdQ acylase,MITF act,dFosB act
CCOc1ccc(CNC(=O)CCS(=O)(=O)Cc2ccccc2C)cc1OC,-14,-1,-4,x,-4,x,-6.2,-9,-4,-2
Cc1ccc2c(c1)c(C)c(C)n2CC(O)Cn1nc(C)cc1C (stereo unspecified),-1,-3,8,30,-2,-30,-2.3,6,-17,-1
CCOc1ccccc1CN1CCN(C2CCN(c3ccccc3F)CC2)CC1CCO (stereo unspecified),10,-10,10,31,-9,-31,-0.9,5,-13,4
Cn1cnnc1SCC(=O)Nc1ccc(Br)cc1F,0,x,1,-22,2,22,0.5,-2,-4,2
Cc1ccc(-n2c(Cc3cccn3C)nnc2SCC(N)=O)cc1,2,-1,0,-22,6,22,0.7,-12,3,2
Cc1ccc(-c2nn(-c3ccccc3)cc2CSC(=N)N)cc1,-6,x,-3,26,5,-26,-0.8,-28,0,-147
CSc1ncc(CN2CCc3c([nH]c4ccccc34)C2c2cccc(C)n2)cn1 (stereo unspecified),34,-1,-4,x,-3,x,10,15,-16,-13
CCCc1nnc(SCC(=O)N2CCOCC2)n1Cc1ccco1,-4,x,9.6*,-1,4,1,0.3,-26,-4,-2
CC(=O)Nc1nonc1-n1nnc(C(=O)NCc2ccccc2)c1C,-16,x,0,-5,-1,5,2.1,3,12,1
CN(CC(=O)Nc1c(Cl)cccc1Cl)C(=O)c1ccc(-n2cncn2)c([N+](=O)[O-])c1,x,-1,11*,-11,2,11,-2.8,-7,6,5
COc1ccc(N2CC(C(=O)N[C@H](C(=O)NC3CCCC3)C(C)C)CC2=O)cc1 (stereo partly specified),-3,-1,-2,-8,9,8,-1.9,-8,-3,-9
CON(C)S(=O)(=O)c1ccc2c(c1)N(Cc1ccc(C)cc1)C(=O)C1CCCN21 (stereo unspecified),0,-21,2,-2,-1,2,0.6,3,-5,5
Cc1ccc(S(=O)(=O)CCC(=O)OCC(=O)NCc2ccccc2)cc1,-6,-4,0,-21,8,21,-5.2,-10,-3,-14
CCCSc1ncnc2[nH]ncc12,-5,0,-2,8,-4,-8,-1.5,11,4,-2
COc1cc(-c2cc(C(=O)Nc3cccc(S(=O)(=O)N(C)C)c3)c3ccccc3n2)cc(OC)c1OC,3,-6,9,x,-8,x,0.3,-4,-9,41*
O=S(=O)(Nc1ccc(Cl)c(C(F)(F)F)c1)c1cnc[nH]1,-9,x,1,-14,-3,14,0.7,-14,-1,4
O=C(OC1CCOC1=O)c1ccc2ccccc2n1 (stereo unspecified),0,x,2,-19,6,19,2.1,-6,-13,-2
Cc1ccc(-n2nccc2-c2nn(-c3cccc(C(F)(F)F)c3)c(=O)n(C)c2=O)cc1,0,4,-2,33,-5,-33,0.4,-12,-2,3
O=S1(=O)CCN(Cc2cccc(Cl)c2)CC1,-3,x,-9,-14,-2,14,0.6,0,-8,5
CCN(CC(=O)Nc1c(F)cccc1F)C(=O)CCc1nc2cc(S(=O)(=O)N(C)C)ccc2n1CC,13,4,4,-22,-3,22,-1.1,-16,-1,-7
CCc1ccc(N2CCN(C(=O)c3ccc4c(c3)OCO4)CC2)cc1,11,9,3,-75,7,x,0.0,-10,18,-5
COc1cccc(-n2nc(C(N)=O)c(O)cc2=O)c1,3,0,2,31,-1,-31,0.8,24,-5,-1
COc1ccc(C(=O)COC(=O)c2cnc(C)cn2)c(OC)c1,-10,0,2,-11,-6,11,-1.6,-10,15,-11
CC(Nc1ncnc2ccccc12)c1ccccc1 (stereo unspecified),8,-3,3,-14,-10,14,0.8,-10,-30,0
CCn1c(C)nc2cc(C(=O)NNC(=O)c3ccc(C)cc3)ccc21,1,13,-2,8,-1,-8,-0.3,-12,31,-10
CC1(C)C2CCC1(C)C(NCC(O)COc1ccc(C#N)cc1)C2 (stereo unspecified),5,3,-2,-3,-4,3,-2.4,-3,17,-1
COC(=O)c1cn(CC(=O)N2CCCCC2C)c2ccccc12 (stereo unspecified),14,x,-2,14,2,-14,-0.6,-5,-8,13
CCc1ccc(C(O)(CC(C)C)C(CN2CCOCC2)c2ccccc2)cc1 (stereo unspecified),1,-1,3,-13,0,13,0.7,-14,-23,-8
Cc1noc(C)c1S(=O)(=O)NC1CCCc2ccccc21 (stereo unspecified),-1,-1,1,1,4,-1,0.8,-4,x,-12
Cc1ccccc1C1c2[nH]c3ccccc3c2CCN1CCCn1cccn1 (stereo unspecified),-4,0,-3,8,0,-8,2.7,-6,-22,-17
COc1cccc(CNc2nc(-c3cccnc3)nc3ccccc23)c1,5,-2,2,16,-5,-16,0.7,-16,-2,-27
CCCCC(=O)N(CCOC)c1nnc(-c2cccnc2)s1,0,0,8,-3,1,3,-1.0,-5,12,-2
O=C1C2C(c3ccccc3)C=CC(c3ccccc3)C2C(=O)N1CCO (stereo unspecified),10,x,6,-24,-9,24,0.6,-7,3,-6
CCCn1c(-c2ccc(C(=O)OC)cc2)nc2c1c(=O)[nH]c(=O)n2Cc1ccccc1,10,-1,0,x,-4,x,-0.8,0,-16,-2
CCC(c1nnnn1CCc1ccccc1)N(Cc1ccco1)Cc1cc2c(C)ccc(C)c2[nH]c1=O (stereo unspecified),5,x,1,42,-4,-42,1.1,-5,-5,-8
Cc1ccc(Cn2c(SCCN3CCOCC3)nc3c2c(=O)n(C)c(=O)n3C)cc1,-21,-3,6,-22,4,22,1.2,-4,-9,-6
Cc1cccc(C(=O)NCCCN2CCCC2=O)c1,-10,x,0,-9,-2,9,-1.7,-13,10,10
CCCOc1c(Br)cc(C2C3=C(CCCC3=O)N(CC)C3=C2C(=O)CCC3)cc1OC,-13,-4,-2,-2,-1,2,-0.8,-22,4,-8
Cc1cccc(-n2ncc3c(N4CCCC4)ncnc32)c1,-4,14,0,15,-5,-15,-0.3,-6,52,-4
CCOC(=O)c1c(NC(=S)Nc2ccccc2)sc2c1CCN(CC)C2,2,-1,-6,-11,14,11,0.9,-6,6,-9

# Structures listed so far printed as active in dFosB act:
molecule,Rtt109 Vps75,Wnt bcat act,SR-BI HDL uptake,cardiac RTF act,SR-BI DiI-HDL act,CDK5 p35 inh,PvdQ acylase,MITF act,dFosB act
COc1cc(-c2cc(C(=O)Nc3cccc(S(=O)(=O)N(C)C)c3)c3ccccc3n2)cc(OC)c1OC,3,-6,x,-8,x,0.3,-4,-9,41*

# The list continues:
SMILES,Rtt109 Vps75,Wnt bcat act,HTR5A ag,SR-BI HDL uptake,cardiac RTF act,SR-BI DiI-HDL act,CDK5 p35 inh,PvdQ acylase,MITF act,dFosB act
COc1cccc(NC(=O)c2nc(SC)ncc2Cl)c1,x,2,-4,1,0,-1,3.1,8,-1,-1
O=C(Nc1cc(S(=O)(=O)N2CCCCC2)ccc1Oc1ccccc1)C1=COCCO1,1,-1,2,-15,1,x,-0.5,2,-1,-6
O=c1cnc(-c2ccc(Cl)cc2)cn1O,-5,0,-4,30,-4,-30,0.6,-6,-13,-2
CC(C)CN1CCN(Cc2c[nH]c3ccccc23)CC1CCO (stereo unspecified),5,0,5,-17,1,17,0.3,-15,-2,1
Cc1c(C(=O)OCc2ccccc2)nnn1-c1nonc1N,-2,x,-7,9,-1,-9,-0.7,-3,6,-2
CCn1nc(NS(=O)(=O)c2ccccc2[N+](=O)[O-])c2cc3ccc(C)cc3nc21,3,x,-3,4,-4,-4,0.1,3,-8,-4
CCc1ccc(-c2cc(C)no2)cc1S(=O)(=O)NCCc1ccc(S(N)(=O)=O)cc1,-4,-4,7,25,0,-25,x,-21,18,-6
O=C(NC1CCCC1)C(c1ccc(Cl)cc1)N1CCOCC1 (stereo unspecified),-10,-1,11,x,3,x,-0.1,-8,-4,0
Cc1nn(CC(=O)Nc2c(F)cc(F)cc2Br)c(=O)c2cccn12,-1,-1,5,9,-3,-9,1.1,-7,-6,-12
O=C(Nc1ccccc1)O/N=C(\c1ccccc1)c1ccccn1,8,x,-4,-28,2,28,-0.4,2,17,-6
NC(=S)Nc1ccc2cn[nH]c2c1,-2,-2,2,-1,1,1,-0.2,-5,-6,-11
NC(=O)CN1C(=O)C(=O)N(Cc2cccc(Cl)c2)C1=O,-2,-1,-1,-8,-2,8,1.0,-6,1,0
CC(=O)c1cc(F)c(N2CCCC2)cc1C,0,-3,5,x,-2,x,1.4,-1,8,-7
CCOc1cc(CNc2ccc(S(N)(=O)=O)cc2)cc(Cl)c1OC,-13,x,3,17,9,-17,2.7,5,3,-6
CCN(CC)c1ccc(NC(=O)COC(=O)c2cccs2)cc1,-8,x,-1,-26,-1,26,-1.3,-7,4,-2
N#Cc1c(NC(=O)CN2CCN(S(=O)(=O)c3ccc4c(c3)OCCO4)CC2)sc2c1CCC2,2,-16,1,-25,4,25,2.2,-8,2,u
CCc1ccccc1NC(=O)c1cccc(Oc2ccc([N+](=O)[O-])cc2Cl)c1,21,-9,3,12,0,-12,0.5,4,4,-7
Nc1ccc(N2CCN(c3ccccc3)CC2)c(F)c1,4,-1,8,15,-1,-15,-0.4,3,37,-4
C=CCSC1=C(C#N)C(c2ccccc2)CC(=O)N1 (stereo unspecified),9,-1,-1,-12,-1,12,-1.2,-3,x,-10
O=C(C1CCCCN1S(=O)(=O)c1ccccc1)N1CCCCC1 (stereo unspecified),0,x,-3,-13,3,13,1.4,-24,0,2
COC(=O)CSc1nc2ccc(NC(=O)c3ccccc3C(=O)N3CCOCC3)cc2s1,4,x,0,11,1,-11,-0.4,-9,-9,-4
CCOC(=O)C1CCN(C(=O)CSc2nc(N)cc(=O)[nH]2)CC1,12,-5,7,x,-6,x,-0.4,7,-5,-4
Cc1ccc(C(=O)Nc2cc3[nH]c(=O)oc3cc2C)cc1,-8,-1,-6,10,1,-10,1.6,-8,-6,1
COc1ccc(NC(=O)COC(=O)Cc2ccc(Br)cc2)cc1,6,-2,-8,-16,1,16,-2.4,-27,-1,-1
